Wnt bcat act – Wnt/beta-catenin pathway activators, primary screen, cell-based, plate reader, single point | Wnt/beta-catenin reporter cell assay, activator | AID 743398, 2014 | activation, % at 9.35 µM | 300,000 compounds, 1.2% hits; in the data active = activation above about 30%, passing the limit was not always enough; inconclusive = no clear call, values can overlap the other calls;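 note: 0% = neutral control wells and 100% = positive control wells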
AddAB inh – growth inhibition of E. coli expressing H. pylori AddAB, primary screen, AddAB inhibitor project, absorbance. inhibition, % at 11.9 µM. 330,000 compounds, 0.29% hits; in the data active = inhibition above about 12%;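 note: 0% = vehicle wells of infected cells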
DAGLB inh – DAGLB lipase inhibitors, primary screen, biochemical, fluorescence, HTS. inhibition, % at 5.17 µM. 340,000 compounds, 0.059% hits. Diacylglycerol lipase-beta (Homo sapiens), Q8NCG7. HEK293T DAGLB membrane lysate, EnzChek fluorogenic substrate; in the data active = inhibition above about 34%;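 note: 0% = enzyme with vehicle and 100% = wells lacking enzyme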
Target sequence (Q8NCG7 whole entry, looked up): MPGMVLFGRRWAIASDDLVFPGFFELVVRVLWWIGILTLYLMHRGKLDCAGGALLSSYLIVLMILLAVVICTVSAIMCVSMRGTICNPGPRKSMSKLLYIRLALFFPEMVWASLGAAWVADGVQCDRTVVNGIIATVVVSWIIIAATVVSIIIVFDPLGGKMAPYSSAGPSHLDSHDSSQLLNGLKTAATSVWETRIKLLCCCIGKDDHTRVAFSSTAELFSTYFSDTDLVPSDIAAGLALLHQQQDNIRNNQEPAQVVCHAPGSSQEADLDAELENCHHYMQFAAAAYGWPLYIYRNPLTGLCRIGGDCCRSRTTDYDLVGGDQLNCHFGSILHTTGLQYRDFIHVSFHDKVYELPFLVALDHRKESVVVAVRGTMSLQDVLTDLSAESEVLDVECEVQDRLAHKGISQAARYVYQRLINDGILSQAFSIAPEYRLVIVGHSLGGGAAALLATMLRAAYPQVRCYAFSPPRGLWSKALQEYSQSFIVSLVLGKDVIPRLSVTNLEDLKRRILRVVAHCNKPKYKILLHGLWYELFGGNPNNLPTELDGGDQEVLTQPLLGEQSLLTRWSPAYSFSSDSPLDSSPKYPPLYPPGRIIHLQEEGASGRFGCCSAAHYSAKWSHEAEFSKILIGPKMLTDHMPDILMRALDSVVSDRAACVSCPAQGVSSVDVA
Tat export inh – E. coli Tat export inhibitors, primary screen, MC4100, TorA-mCherry reporter, fluorescence, single point; inhibition, % at 10 µM; 340,000 compounds, 0.036% hits; AID 488895, 2010;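 active = mean replicate inhibition at least 50% and at least half of replicates individually reaching 50%; inconclusive = only one of the two criteria met; inactive = neither criterion met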;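 note: exported cargo escapes ClpAP degradation while cytoplasmic cargo is degraded and loses fluorescence; 0% = median of neutral control wells and 100% = median of NaSCN control wells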
CAL PDZ FP – CAL PDZ peptide-binding inhibitors, primary screen, biochemical, fluorescence polarization, Cer-tagged CAL PDZ, HTS. inhibition, % at 20 µM. Golgi-associated PDZ and coiled-coil motif-containing protein (Homo sapiens), Q9HD26. purified CAL PDZ, TMR-peptide fluorescence polarization, 1 h. 330,000 compounds, 0.02% hits;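 active = highest replicate inhibition of at least 40%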;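 note: plate controls were DMSO neutral control wells for no effect and unlabeled competitor peptide control wells for full effect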
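Control set: unlabelled peptide and DMSO controls / Material: purified CerCALP PDZ construct / Timing: 1 h incubation at room temperature before polarization reading / Doses: 20 µM, one dose / Detection: fluorescence polarization (mP)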
PfHsp90 yeast 2 – growth inhibition of PfHsp90-expressing yeast, primary screen, antimalarial PfHsp90 inhibitor project, S. cerevisiae, BacTiter-Glo luminescence, single point, set 2; BacTiter-Glo ATP, 48 h; yeast lacking PDR1 and PDR3 efflux regulators; AID 504621, 2011; inhibition, % at 9.4 µM; 310,000 compounds, 0.32% hits;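 active = every replicate shows inhibition above about 80%, whatever the replicate mean, limit read from the data; inconclusive = mean inhibition reaches the set limit but some replicate falls short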;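 note: 0% = DMSO neutral controls and 100% = 20 µM radicicol positive controls; yeast relying on Plasmodium falciparum Hsp90 in place of its own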
E coli growth – E. coli V3065 growth inhibition, primary screen, counter-screen for AddAB inhibitor project, absorbance, OD600. AID 449728, 2010. 330,000 compounds, 0.27% hits. inhibition, % at 11.9 µM. 18 h;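 active = inhibition above the campaign's mean inhibition across all tested compounds plus 3 SD, cut at about 9.9% in these data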;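 note: uninfected addAB+ strain grown without phage in ampicillin broth; 0% = DMSO wells and 100% = ciprofloxacin 0.95 µg/ml wells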
phage Ecoli inh – growth loss of phage-infected E. coli, primary screen, RecBCD inhibitor project, absorbance, with phage, HTS. inhibition, % at 11.9 µM. 360,000 compounds, 0.26% hits. AID 651602, 2012; in the data active = inhibition above about 11%
Rtt109 Vps75 – inhibitors of C. albicans Rtt109/Vps75 HAT, primary screen, biochemical, ThioGlo CoA-SH fluorescence, plate reader. Histone acetyltransferase RTT109 (Candida albicans (strain SC5314 / ATCC MYA-2876)), …. purified Rtt109/Vps75, 4 h. inhibition, % at 34.9 µM. 330,000 compounds, 0.16% hits. AID 540336, 2011;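 active = inhibition of at least 50% in every replicate; inconclusive = best replicate reaches 50% inhibition but some replicates fall short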
Target sequence (Q5AAJ8 whole entry, looked up): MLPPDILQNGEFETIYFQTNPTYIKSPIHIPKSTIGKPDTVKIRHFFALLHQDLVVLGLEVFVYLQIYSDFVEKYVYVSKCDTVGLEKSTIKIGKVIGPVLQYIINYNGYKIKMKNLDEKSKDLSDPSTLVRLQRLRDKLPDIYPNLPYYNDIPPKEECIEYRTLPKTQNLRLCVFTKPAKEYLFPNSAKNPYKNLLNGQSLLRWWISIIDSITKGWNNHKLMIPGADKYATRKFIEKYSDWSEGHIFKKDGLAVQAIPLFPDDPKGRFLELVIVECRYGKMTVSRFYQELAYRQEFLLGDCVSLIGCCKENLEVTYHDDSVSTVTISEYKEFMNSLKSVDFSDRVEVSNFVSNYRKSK
PvdQ inh – P. aeruginosa PvdQ acylase inhibitors, primary screen, biochemical, fluorescence, plate reader and imaging, single point; purified PvdQ acylase; 340,000 compounds, 0.063% hits; inhibition, % at 10 µM; in the data active = inhibition above about 30%, passing the limit was not always enough; inconclusive = no clear call, values can overlap the other calls;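 note: 0% = vehicle neutral wells and 100% = reference inhibitor wells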
The depositor's hits bear a star; u = inconclusive; x = not tested or not shown.

SMILES | Wnt bcat act | AddAB inh | DAGLB inh | Tat export inh | CAL PDZ FP | PfHsp90 yeast 2 | E coli growth | phage Ecoli inh | Rtt109 Vps75 | PvdQ inh
COc1ccc(N2CCN(CC(O)COC(c3ccccc3)c3ccccc3)CC2)cc1 (stereo not drawn) | -2 | 3.3 | 1 | 6 | -7.2 | 16 | -0.2 | -2.2 | -2 | -8
COc1ccc(S(=O)(=O)N2CCC[C@H]2C(=O)NCc2ccc(Cl)cc2)cc1 | -1 | 3.9 | 1 | -1 | 0.1 | -9 | 0.3 | -0.8 | -1 | -11
O=C(Nc1cccc2ccccc12)C(=O)C1C(=O)Nc2ccccc21 (stereo not drawn) | 14 | 1.4 | 2 | -4 | -0.8 | -3 | 0.8 | 1.0 | -1 | -12
CCCS(=O)(=O)c1c(S(=O)(=O)CCC)c2c3ccccc3ccn2c1C(N)=O | x | 0.3 | 2 | 0 | -1.7 | -1 | -2.3 | 1.6 | 2 | -4
Cc1cccc(CN2CCN(Cc3ccc(-n4cccn4)cc3)CC2CCO)n1 (stereo not drawn) | 0 | -0.5 | 3 | -1 | -0.5 | -95 | 0.7 | 1.1 | 1 | 2
N#CC(C#N)=Cc1c[nH]c(=O)c(C#N)c1Nc1ccccc1 | -1 | 3.1 | x | x | x | x | 1.5 | 1.5 | x | x
Cc1cc(=O)[nH]c(SCC(=O)Nc2ccc(C)c(S(=O)(=O)N3CCCCC3)c2)n1 | 3 | 1.3 | -2 | -1 | -1.2 | -10 | 0.6 | 0.5 | 7 | -9
Cc1nn(-c2ccccc2)c(N2CCCC2)c1/C=N/NC(=S)Nc1ccccc1C(F)(F)F | -4 | 1.7 | -3 | 0 | 0.7 | -30 | 0.5 | 1.5 | 12 | -7
COc1ccc(-c2csc3ncnc(N4CCN(S(=O)(=O)c5ccc(C(C)=O)cc5)CC4)c23)cc1 | -1 | 4.2 | -2 | -2 | -1.6 | -18 | -0.4 | 1.3 | 5 | 6
Cc1ccc(CN2CCC(C(=O)NCCC(C)C)CC2)o1 | 0 | 1.0 | -2 | 2 | x | -39 | 1.9 | 0.6 | -1 | -17
Cc1ccc(CC(=O)OC(C)C(=O)NC2CCCCC2C)cc1C (stereo not drawn) | 1 | 1.3 | -8 | 1 | 0.1 | 0 | 0.9 | 0.5 | 1 | -10
COc1cc(-c2nn3c(COc4ccccc4)nnc3s2)cc(OC)c1OC | -6 | -1.1 | -2 | 3 | -3.3 | 13 | 0.7 | 0.6 | 2 | -5
COC(=O)/C=C1/SC(=Nc2ccc(C)cc2C)NC1=O | -1 | 1.2 | 5 | 0 | 0.1 | 4 | -4.6 | 2.0 | 12 | -7
CCCCc1nc2sc3c(c2c(=O)[nH]1)CC(C)(C)OC3 | 9 | 1.1 | 1 | -1 | 0.3 | 6 | 0.1 | 1.1 | -14 | -19
O=C(NCC1CCCO1)C1c2ccccc2C(=O)N1Cc1ccc2c(c1)OCO2 (stereo not drawn) | x | 1.9 | -3 | -4 | -0.5 | 9 | -1.1 | 0.6 | -11 | 1
Cc1ccc(NC2CCCN(C(=O)c3cn4cccc(C)c4n3)C2)cc1C (stereo not drawn) | 1 | x | 4 | -9 | -1.0 | -2 | x | 0.2 | 0 | -7
COc1ccc(C(=O)Nc2cc3c4c(c2)C(C)C(=O)N4CCC3)c(OC)c1 (stereo not drawn) | 1 | 2.1 | -3 | -1 | -2.1 | x | -2.5 | 2.4 | 25 | 5
COc1ccc(Cl)cc1NC(=O)C[n+]1ccccc1 | -3 | 2.2 | -2 | 4 | x | 0 | 1.0 | 0.4 | 4 | -15
COc1ccc(CNC(=O)c2ccc(CS(=O)(=O)c3ccc(Br)cc3)o2)cc1 | -5 | 3.5 | -2 | -5 | -0.2 | x | -0.7 | 2.1 | 1 | -14
CCCn1c(=O)c(C(=O)c2ccccc2)nc2ccccc21 | x | 3.2 | -1 | 6 | -15 | 9 | 0.8 | 2.8 | -3 | 12

One compound at a time (already shown). Order of values: Wnt bcat act, AddAB inh, DAGLB inh, Tat export inh, CAL PDZ FP, PfHsp90 yeast 2, E coli growth, phage Ecoli inh, Rtt109 Vps75, PvdQ inh
COc1ccc(Cl)cc1NC(=O)C[n+]1ccccc1 is listed with -3, 2.2, -2, 4, x, 0, 1.0, 0.4, 4, -15
CCCCc1nc2sc3c(c2c(=O)[nH]1)CC(C)(C)OC3 is listed with 9, 1.1, 1, -1, 0.3, 6, 0.1, 1.1, -14, -19
COC(=O)/C=C1/SC(=Nc2ccc(C)cc2C)NC1=O is listed with -1, 1.2, 5, 0, 0.1, 4, -4.6, 2.0, 12, -7

(next part)
SMILES | Wnt bcat act | AddAB inh | DAGLB inh | Tat export inh | CAL PDZ FP | PfHsp90 yeast 2 | E coli growth | phage Ecoli inh | Rtt109 Vps75 | PvdQ inh
O=C(CNCc1ccccc1)NC1C2CC3CC(C2)CC1C3 (stereo not drawn) | 3 | 1.0 | 1 | 8 | -0.1 | -24 | 0.8 | -0.9 | -6 | -2
Cc1ccc(-c2csc3ncn(CC(=O)N4CCOCC4)c(=O)c23)cc1 | -4 | 0.7 | 1 | 0 | -1.0 | -1 | 1.0 | 1.3 | -3 | -9
CCc1ccc(NS(=O)(=O)c2ccc3c(c2)CCN3C(=O)CCC(=O)O)cc1 | u | -0.2 | -2 | 2 | -1.2 | 23 | 0.6 | 2.5 | 3 | 8
Nc1cc(-c2nc3ncccc3o2)ccc1Cl | -1 | 1.1 | 0 | 0 | -3.5 | -8 | 3.4 | 4.0 | 5 | -6
CC(C)(C)c1ccc(C2CC2C(=O)N/N=C\c2cc3ccccc3nc2Cl)cc1 (stereo not drawn) | -4 | 2.2 | -1 | 1 | -1.2 | 41 | -0.1 | 0.6 | 4 | -10
CC(C)C(=O)Nc1nnc(S(=O)(=O)N2c3ccccc3CC2C)s1 (stereo not drawn) | 0 | -1.2 | 2 | 4 | -0.4 | -16 | 0.6 | 2.1 | 8 | -11
CC1=CS(=O)(=O)CC1Sc1nc(C)n[nH]1 (stereo not drawn) | -2 | 2.3 | 0 | -4 | -3.4 | 3 | 0.2 | 1.9 | x | 7
CCOC(=O)c1nn(-c2ccccc2)c(C)c1C(C)=O | -2 | -0.1 | 0 | -18 | -4.0 | x | 1.6 | 0.0 | -3 | -12
COc1ccc(-c2nn(-c3ccccc3)cc2C(=O)N2CCOCC2)cc1 | x | 1.5 | 2 | 5 | -0.6 | 21 | -0.2 | -0.2 | 0 | -9
Cc1ccc(CNS(=O)(=O)c2ccc3c(c2)n(C)c(=O)c(=O)n3C)cc1 | 0 | -1.9 | 1 | -3 | 0.1 | -29 | -0.2 | 2.5 | -4 | -5
O=C(C1CCN(S(=O)(=O)c2c(Cl)cccc2Cl)CC1)N1CCCCCCC1 | -4 | 6.1 | -3 | -2 | -2.9 | 3 | 1.9 | 4.1 | x | 11
COc1cc(C(=O)Nc2ccc(-c3nc4cc(C)ccc4o3)c(O)c2)cc(OC)c1OC | x | 2.8 | 1 | -1 | -4.2 | -6 | -1.8 | -1.8 | -20 | -6
CCC1Oc2ccccc2N(CC(=O)NCCN2C(C)CCCC2C)C1=O (stereo not drawn) | x | -0.2 | 0 | -1 | -2.7 | 18 | -2.2 | -0.2 | 0 | -12
C=CCn1c(SCC(=O)c2cccs2)nc2sc(C)c(C)c2c1=O | 3 | 0.4 | -11 | 8 | x | -2 | -1.9 | 2.1 | 7 | -11
C/C(=N\NC(=O)c1ccc(Cn2cc(Br)cn2)o1)c1cccc(NC(=O)C(C)(C)C)c1 | 2 | 1.3 | -2 | 0 | -0.8 | -11 | -0.3 | 2.9 | -3 | -1
Cc1ccc(Oc2ccc(OCC(=O)NC(C)C(=O)O)cc2)cc1 (stereo not drawn) | x | 2.2 | 0 | 0 | -2.3 | 4 | 0.2 | 1.3 | -2 | -12
Cn1cccc1CC(=O)NNC(=S)NC(=O)c1ccccc1Br | 1 | -0.9 | -1 | -1 | 0.5 | -22 | -2.9 | -3.2 | 0 | -8
CC(C)CN(C(=O)COC(=O)CCCc1c[nH]c2ccccc12)c1c(N)n(Cc2ccccc2)c(=O)[nH]c1=O | -2 | 1.8 | 2 | 0 | -0.6 | -5 | -0.3 | 1.6 | 8 | 5
Cc1ccnc(NC(=O)c2cccc(NC(=O)Cc3ccccc3)c2)c1 | 1 | 6.2 | -3 | -7 | -0.8 | 18 | 4.5 | 7.6 | 5 | -15
COc1ccc(Cl)cc1S(=O)(=O)N1CCN(CC(=O)C(C)(C)C)CC1 | x | 1.7 | -1 | 3 | -0.3 | 25 | 1.8 | 0.2 | -3 | -7
Cn1c(Cn2c(=O)sc3ccccc32)nnc1SCc1ccc(F)cc1 | 0 | 3.2 | 3 | -1 | -0.7 | -2 | 1.4 | 4.1 | 2 | -6
Cc1ccc(C(=O)CN(C(=O)c2ccc(Cl)cc2)N2C(=O)CCC2=O)cc1 | 3 | 4.6 | -3 | 1 | 0.3 | -7 | -1.8 | 1.5 | 3 | 8
C=CCNc1cccc(Br)c1 | 2 | 2.1 | 1 | 1 | 0.2 | x | 0.5 | 3.7 | -2 | -4
O=S(=O)(NCc1cccnc1)c1cccn1-c1ncc(C(F)(F)F)cc1Cl | 1 | 0.3 | 1 | -1 | -1.0 | 4 | -0.6 | 0.0 | -6 | -9
CC(=O)Nc1nc2ccc(C(=O)NCCOC(=O)C3CCCCC3)cc2s1 | 1 | -1.5 | 1 | -7 | -3.1 | 7 | -2.1 | 0.8 | -4 | -14
Cc1onc(-c2ccccc2)c1CNS(=O)(=O)c1cccc(Br)c1 | -3 | 1.6 | -4 | 5 | -0.6 | -1 | -1.5 | 0.9 | 3 | 0
Clc1ccc(/C=C/c2nc(Cl)c(-c3ccc(Cl)cc3)c(Cl)n2)cc1 | -3 | -1.4 | -2 | -2 | -0.8 | 4 | 1.1 | 6.9 | -1 | -12
COc1ccc(CNS(=O)(=O)NCc2ccc(OC)c(OC)c2)cc1OC | x | -5.3 | 0 | 0 | -1.6 | 3 | 2.2 | 1.6 | x | -6
Cc1ccc2nc(-c3ccc4c(c3)OCCO4)cn2c1 | -18 | 1.2 | 0 | 2 | -3.4 | -6 | -0.3 | 0.6 | 2 | 91*
CCOc1ccc(-n2cc(C(=O)Nc3cccc(Cl)c3)c3cc(OC)c(OC)cc3c2=O)cc1 | -6 | -0.2 | 0 | 5 | -2.4 | -21 | -2.4 | 3.7 | -10 | -1
CC(=O)Nc1ccccc1C(=O)C(=O)Nc1cccc(C(=O)N2CC(C)CC(C)C2)c1 (stereo not drawn) | -1 | 3.0 | 1 | 10 | -2.1 | 11 | 1.5 | 2.3 | 10 | -16
CC1CN(C(=O)CSc2nc(-c3ccccc3)cs2)CC(C)O1 (stereo not drawn) | x | -1.4 | -1 | 0 | -0.7 | -4 | 1.5 | 0.7 | 3 | -18
COc1ccc(-c2cn3ccc4ccccc4c3n2)cc1 | 1 | 1.5 | 1 | -6 | -0.4 | 6 | 1.2 | 3.5 | 8 | 17

Source: PubChem BioAssay
